HER2 expr 66K: inhibitors of Her2 protein expression, primary screen, SKBR-3 cells, AlphaScreen, 66K library | AID 645, 2007 | Receptor tyrosine-protein kinase erbB-2 (Homo sapiens), P04626 | HER2 level % of control, % at 10 µM | 65,000 compounds, 0.69% hits | SKBR-3 HER2 protein level, 18-24 h; stronger effect = lower value;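 active means HER2 level under 5% of the carrier-only control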;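 further: 100% = DMSO carrier and 0% = 500 nM PU-H71 HSP90 inhibitor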
NADH enzymes: inhibitors of PK/LDH coupling enzymes, profiling panel, artefact control, biochemical, MLSMR library; 65,000 compounds, 0.02% hits; coupled PK/LDH NADH assays, four targets; IC50, µM (doses to about 10 µM), for the others: at the top dose inhibition;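 active means single-dose screening hits from any of four coupled enzyme assays that gave an IC50 when retested across doses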;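 further: the DPM-DC format reads NADH fluorescence rather than 340 nm absorbance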
M1 ag: M1 muscarinic receptor agonists, primary screen, CHO-M1 cells, Fluo-4 calcium, agonist mode; 64,000 compounds, 3% hits; Muscarinic acetylcholine receptor M1; B-score at 10 µM; Fluo-4 calcium fluorescence; stronger effect = higher value;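 active means fluorescence rise, raw or as B-score row- and column-corrected plate score, outside the 99.7% band of its plate's samples, either direction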
E coli RNAP: E. coli RNAP inhibitors, biochemical. DNA-directed RNA polymerase subunit beta (Escherichia coli (strain K12)), P0A8V2. E. coli RNA polymerase, fluorescence transcription assay. inhibition, %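 (tested at 10 µM)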. 62,000 compounds, 0.2% hits. AID 559, 2006; in the data active means inhibition above about 20%;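 further: 0% = enzyme without compound and 100% = no enzyme blank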
M1 antag: antagonists of rat M1 muscarinic receptor | CHO-M1 cells, Fluo-4 calcium, ACh EC80 antagonist mode; stronger effect = lower value | B-score at 10 µM | 64,000 compounds, 3.4% hits;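 active means calcium fluorescence response, raw or row-and-column corrected B-score, differing from the plate sample mean either way at a set confidence level, mostly lower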
Fluor 339 460: intrinsic fluorescence of library compounds, ex339/em460 – biochemical, MLSMR library, data from DPM-DC assay, artefact control, profiling panel | compound autofluorescence, ex339/em460 nm, NADH buffer; stronger effect = higher value; 1 = no-compound wells, NADH background | fluorescence fold increase at 10 µM | 65,000 compounds, 5.5% hits | AID 709, 2007;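 active means at 10 µM, mean starting fluorescence two-fold or more over control wells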;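 further: signal is the first read of a kinetic run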
D1 mod: D1 CRE-luciferase signal change, two-sided – cell-based, HEK293 D1, dopamine EC30, D1 allosteric modulator project, primary screen; D(1A) dopamine receptor (Homo sapiens), P21728; dopamine EC30 potentiation; actives deviate in either direction; B-score at 10 µM; 58,000 compounds, 5.9% hits; AID 641, 2007;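 active means luminescence count or its row- and column-corrected plate score outside the 99.7% band of the plate's sample wells, on either side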
Target sequence (P21728 whole entry, looked up): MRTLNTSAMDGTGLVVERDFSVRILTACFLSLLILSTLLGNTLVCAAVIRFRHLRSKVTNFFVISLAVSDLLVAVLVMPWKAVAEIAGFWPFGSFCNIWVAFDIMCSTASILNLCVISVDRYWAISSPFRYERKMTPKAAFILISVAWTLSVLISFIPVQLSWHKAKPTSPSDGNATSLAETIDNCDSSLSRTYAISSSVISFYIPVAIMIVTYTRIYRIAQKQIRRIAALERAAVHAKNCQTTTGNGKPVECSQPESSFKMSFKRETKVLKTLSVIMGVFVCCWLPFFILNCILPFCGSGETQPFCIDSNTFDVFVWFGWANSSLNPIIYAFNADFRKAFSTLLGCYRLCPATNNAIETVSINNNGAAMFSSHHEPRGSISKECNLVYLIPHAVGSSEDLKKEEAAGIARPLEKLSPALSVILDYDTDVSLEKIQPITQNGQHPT
Hsp90 inh: tumor Hsp90 inhibitors, primary screen, cell lysate, fluorescence polarization, NCI-N417 lysate; Cy3B-geldanamycin FP displacement; inhibition, % at 30 µM; 64,000 compounds, 0.35% hits;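 active means inhibition above 50%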;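 further: 0% = tracer plus lysate wells and 100% = tracer alone without lysate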
5HT1a ag: human 5-HT1a receptor agonists, primary screen, cell-based, CHO, Ga15 NFAT-bla reporter; CHO 5-HT1a Ga15 NFAT-bla reporter, FRET ratio; 0% basal, 100% maximal reference agonist; activation, % at 10 µM; 65,000 compounds, 0.56% hits; AID 567, 2006;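 active means activation above the screen-wide mean activation plus 3 SD, cut at about 19% in these data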;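 further: 0% = DMSO wells and 100% = 5-CT at EC100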
Target sequence (P08908 whole entry, looked up): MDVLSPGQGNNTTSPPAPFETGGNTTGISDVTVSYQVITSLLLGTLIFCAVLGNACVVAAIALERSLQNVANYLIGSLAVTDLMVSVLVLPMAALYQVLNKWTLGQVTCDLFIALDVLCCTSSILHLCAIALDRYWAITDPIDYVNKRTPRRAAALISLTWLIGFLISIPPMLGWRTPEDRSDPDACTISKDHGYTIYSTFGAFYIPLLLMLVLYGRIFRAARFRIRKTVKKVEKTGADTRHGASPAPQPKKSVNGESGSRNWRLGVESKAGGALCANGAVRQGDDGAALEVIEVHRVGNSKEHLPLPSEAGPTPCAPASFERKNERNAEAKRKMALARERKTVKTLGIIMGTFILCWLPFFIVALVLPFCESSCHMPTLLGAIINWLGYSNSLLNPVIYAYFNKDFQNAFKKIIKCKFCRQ
Starred values were filed as active, the others as inactive; . = no result given; [ ] = remark or other dose.

SMILES	HER2 expr 66K	NADH enzymes	M1 ag	E coli RNAP	M1 antag	Fluor 339 460	D1 mod	Hsp90 inh	5HT1a ag
O=C(O)c1cc(NCc2ccc3c(c2)OCO3)ccc1N1CCOCC1	85	4%	-0.1	.	0.06	2.5*	1.2	1	-4.1
O=C(O)CSCC(=O)Nc1cc(C(F)(F)F)ccc1Cl	119	8%	0.014	10	-0.15	1.1	0.024	0	-1.9
Cc1cc(C)nc(SCc2nnc(SCC(=O)OC3CCCCC3)o2)n1	89	6%	.	0	.	1.1	0.026	0	1.4
COC(=O)c1ccccc1NC(=O)n1cc(C)cn1	130	4%[fluoresces]	0.34	9	0.8	3.6*	.	-1	0.8
O=C(c1ccc(CN2CCOCC2)cc1)N1CCC(Cc2ccccc2)CC1	79	2%	-0.082	6	0.029	1.1	-3.3*	.	-0.1
Cc1cc(C(=O)N2CCc3ccccc32)c2cc(F)ccc2n1	100	6%	-0.63	4	0.53	1.1	0.34	-16	-1.1
COC(=O)c1cn(C(=O)c2ccc(Br)o2)c2ccccc12	91	5%	0.073	4	0.014	1.1	-0.15	-2	-2.8
Cc1cc(C)c2c(N)c(C(=O)N3CCN(c4ncccn4)CC3)sc2n1	86	9%	-1.3	1	0.7	2.2*	3.2	-5	-2.2
COc1ccc2[nH]c3c(c2c1)CN(C)CC3	65	5%	0.76	0	-1.9*	1.1	-2.6	-6	102*
COc1ccc(NS(=O)(=O)c2cc(OC)ccc2NC(=O)c2cc(C)oc2C)cc1	65	7%	-0.61	5	-0.028	0.9	-0.19	-5	-6.6
O=C(Nc1ccccc1)NC1(C(=O)NCCCN2CCOCC2)CCCCC1	95	9%	4*	3	1.1	1.1	0.16	-3	-1.0
Cc1ccccc1NC(=O)c1nc[nH]c1C(=O)NCc1ccccc1	66	4%	-0.42	3	-0.29	1.1	5.1*	-2	-1.9
Cc1nn(C)c(C)c1NC(=O)CSc1nc(Cc2ccccc2)nc2c1cnn2-c1ccccc1	85	2%	0.0052	14	0.95	1.1	1.9	-2	-0.4
CCOc1ccc(-c2nn[nH]n2)cc1	82	4%	0.8	5	0.044	1.1	-0.5	-1	-5.1
CC(NS(=O)(=O)c1ccc(F)cc1)C(c1cccs1)N1CCN(C)CC1 (centres undefined)	125	10%	-0.16	21*	-0.26	1	0.005	-1	-1.3
CC(=O)c1ccc(NC2CC(O)C(O)CO2)cc1 (centres undefined)	93	6%	0.063	8	-0.4	1.1	0.29	-5	0.8
Cc1nc2c(nnn2Cc2ccccc2)c(=O)n1-c1ccccc1	76	4%	-1.5	3	0.065	1	0.019	-2	-4.0
CCCCCSc1nc(N2CCOCC2)c2c(c1C#N)CC(C)(C)OC2	100	2%	0.71	2	-0.15	1.1	.	0	1.6
Cc1noc(C)c1C(=O)OCC(=O)/C=C1\N(C)c2ccccc2C1(C)C	154	22%	-1.2	6	-0.83	1.1	0.66	-22	-0.7
COc1cccc(-n2nnc3c(=O)n(Cc4ccccc4F)cnc32)c1	80	5%	0.011	7	-0.13	1.1	.	-3	0.6
O=C(Nc1ccc(Br)cc1F)C1CCN(c2nnc(-n3cccc3)s2)CC1	94	4%	-0.091	10	-0.18	1.1	.	-5	-1.0
CCOc1ccccc1-c1nn2c(Cc3ccccc3)nnc2s1	76	7%	-0.91	4	-0.35	1.9	0.49	-1	0.9
CCOc1ccccc1N(CC(=O)Nc1ccc(C)cc1)S(C)(=O)=O	74	6%	.	8	.	1.1	0.53	-1	-0.4
S=C(N=Nc1ccccc1)NNc1ccccc1	101	2%	1.8	5	2.7	0.96	-0.34	-3	0.0
Cc1ccc2c(c1)NC(=O)C(CC(=O)NCCN(C)C)O2 (centres undefined)	84	4%	0.69	8	-1.5	1	-0.27	-3	-1.4
O=S(=O)(c1cc(F)cc(F)c1)N1CCN(c2ncccn2)CC1	113	2%	-0.51	3	0.054	1.1	0.043	.	-4.0
CC1CCC2(CC1)NC(=O)c1ccccc1O2 (centres undefined)	109	13%	-0.21	6	0.16	1.1	-2.4*	-1	-1.8
CCC(C)NC(=O)N[C@@H](Cc1ccccc1)C(=O)O (some centres undefined)	104	3%	0.42	16	-0.76	1	-0.072	-3	61*
COc1ccc(CN2CN(C(C)C)CSC2=S)cc1	11	3%	0.23	1	0.85	1.1	.	-1	-2.3
Cc1ccc(-n2nc(C)c3cc(C(=O)O)sc32)cc1	112	5%	-0.62	11	1.1	1	-0.21	-6	-5.5
CCOC(=O)Nc1cc(C)ccc1OC	87	1%	.	6	.	1.1	.	8	-1.8
Cc1cccc(N2CCN(C(=O)C3CCN(S(=O)(=O)c4cccc5cccnc45)CC3)CC2C)c1 (centres undefined)	84	7%	8.6*	3	-1.9	1.1	-3.8*	-3	-1.0
CCN(CC)c1nc(-c2nn[nH]n2)nc(N(CC)CC)n1	90	7%	-0.38	5	-0.33	1.1	-0.27	-1	-1.5
Cc1ccc(CN2C3=NCCCN3c3ccccc32)cc1	90	5%	0.79	2	-2.8*	1	-1.5	1	-1.4
N#Cc1cnn(Cc2ccccc2)c1N	66	5%	-0.43	7	0.1	1.2	-0.23	1	-3.2
CCN1CCCC1CNC(=O)COc1cc(=O)n(C)c2ccccc12 (centres undefined)	105	5%	-1.4	-5	-0.24	1.1	.	0	-2.4
CC1CCCC(C)N1c1nnc(N)s1 (centres undefined)	110	13%	-0.14	0	-0.092	1	-0.0033	-2	2.2
N#CC1=C(N)N(c2ccccc2Sc2ccccc2)C(=O)C1	108	4%	0.00096	7	0.94	1	-0.066	-10	-3.9
COCCSc1ccccc1C(=O)Nc1ccncc1	107	3%	-0.25	-4	-0.54	1.1	-0.75	-3	-3.6
COCCNC(=O)c1cc2c(=O)n3cccc(C)c3nc2n1C	51	4%[fluoresces]	-0.49	-15	0.64	2.1*	0.41	-4	0.0

Marked active in E coli RNAP, of those listed so far:
canonical_smiles	HER2 expr 66K	NADH enzymes	M1 ag	E coli RNAP	M1 antag	Fluor 339 460	D1 mod	5HT1a ag
CC(NS(=O)(=O)c1ccc(F)cc1)C(c1cccs1)N1CCN(C)CC1 (centres undefined)	125	10%	-0.16	21*	-0.26	1	0.005	-1.3

More results follow:
SMILES	HER2 expr 66K	NADH enzymes	M1 ag	E coli RNAP	M1 antag	Fluor 339 460	D1 mod	Hsp90 inh	5HT1a ag
C=C(C)Cn1c(Sc2nnc(C)s2)nc2c1c(=O)[nH]c(=O)n2C	118	5%	-0.36	6	0.15	1.1	2.3	-1	-2.6
c1ccc(Cc2nnc3sc(-c4ccccn4)nn23)cc1	79	8%	0.029	.	0.17	1.1	3.4	-11	1.1
CCc1nc2ccccc2n1CCC(C)C	73	4%	.	7	.	1.1	0.9	0	-1.3
Cn1cnnc1SC(C(=O)c1ccccc1)c1ccccc1 (centres undefined)	95	4%	0.11	5	2.4	1.1	0.5	-2	-3.7
O=C1C(=O)N(CCCn2ccnc2)C(c2cccnc2)/C1=C(/O)c1ccccc1 (centres undefined)	108	8%	-1.1	8	-1.2	1	0.32	.	-0.3
COc1ccc(N2CCN(C(=O)Cc3nn(C)c(=O)c4ccccc34)CC2)cc1	106	1%	-0.6	7	0.83	1.1	-1.4	-1	-1.1
O=C(Nc1nccs1)c1ccc(COc2ccccc2Br)o1	86	3%	-0.34	10	-0.31	1	-0.79	-6	0.8
CCCn1c(=N)n(CC(O)COc2cccc(C)c2)c2ccccc21 (centres undefined)	85	3%	0.92	4	-1.2	1.1	-2.1	-12	-2.0
COc1ccc(N(C)C(=O)CC2(CC(=O)O)CCCCC2)cc1	87	1%	-0.52	-2	-0.055	1.2	-0.14	-1	-1.6
CC1CCCCN1S(=O)(=O)c1ccc(C(=O)Nc2nnc(-c3ccccc3Cl)o2)cc1 (centres undefined)	66	6%	-2.5*	2	0.015	1.3	2.5	-1	2.5
Cc1ccc(S(=O)(=O)N2CCCC2C(=O)NCCc2nc3ccccc3[nH]2)cc1 (centres undefined)	83	10%	0.67	.	0.78	1.1	-0.73	-3	0.5
CCOC(=O)c1sc(NCc2ccco2)c(-c2nc3ccccc3s2)c1N	108	3%	0.57	-6	0.084	1.1	0.56	-7	1.3
COc1cc2c(cc1OC)C(C(=O)O)C(c1cc(Br)c(O)c(OC)c1)N(C)C2=O (centres undefined)	93	5%	-0.17	3	-0.3	1.1	-0.039	0	-0.5
Cc1cc(C)n2c(SC/C(O)=C(\C#N)c3nc4ccccc4[nH]3)nnc2n1	69	8%	-0.46	-2	0.13	1.1	-0.51	-13	0.1
O=C(NCCc1ccc(Cl)cc1)C1CCN(S(=O)(=O)N2CCCC2)CC1	118	7%	-1	4	-0.72	1	0.23	-2	-2.4
CN(C)S(=O)(=O)c1ccc2nc(NC(=O)c3cccnc3)sc2c1	71	11%	-0.19	3	-0.0061	1.2	-0.51	-5	-0.8
CCOc1ccc(Cc2nc(-c3nonc3N)no2)cc1OCC	126	8%	-0.022	0	-0.046	1.1	7.7*	-7	-2.2
COCCn1nnnc1CN(CCCN1CCOCC1)Cc1cc2c(C)ccc(C)c2[nH]c1=O	102	3%	-0.6	-8	0.076	1.1	-0.46	-1	-1.5
COc1cccc(CNC(=O)C2CCCN(S(C)(=O)=O)C2)c1 (centres undefined)	101	3%	-0.06	4	0.48	1.1	-1.3	-3	-2.9
COc1ccc(CCn2c(=S)[nH]c3cc(C(=O)NCc4ccco4)ccc3c2=O)cc1OC	14	4%	3*	6	-0.49	1.3	.	-3	0.7
CCc1nnc(NC(=O)c2cc3ccccc3oc2=O)s1	93	5%	-0.13	9	-0.16	1	-0.93	0	-0.2
N#Cc1nc(COc2cccc(Cl)c2)oc1NCc1ccncc1	66	2%	-0.06	14	-0.0088	1.1	.	-3	-2.2
Cc1ccc(C(c2nnnn2C(C)(C)C)N2CCc3ccccc3C2)cc1 (centres undefined)	85	9%	-0.24	-1	0.43	0.86	-2.5*	-2	-2.6
CCC(C)[C@H](NC(=O)NCc1ccco1)C(=O)O (some centres undefined)	63	8%	0.45	-5	-1.4	1.1	-0.76	0	-4.1
Cc1ccc2nc3c(cc2c1)c(NC(=O)c1cccnc1)nn3C	75	5%	0.45	8	-0.29	1.5	-4.4*	-11	-3.0
O=C(NC1CCCCCCC1)c1ccc2c(c1)N(Cc1ccc(F)cc1)C(=O)CS2=O (centres undefined)	72	6%	0.34	7	-0.055	1.2	0.11	-6	1.3
O=S1(=O)N=C(N2CCOCC2)c2ccccc21	135	8%	-0.82	4	-0.84	1.1	-0.62	3	-6.0
O=C(Nc1cccc(C(F)(F)F)c1)c1cccnc1N1CCCC1	80	4%	0.18	-2	0.014	1	-0.47	-4	1.0
Cc1cc(C)nc(SCC(=O)Oc2ccc3oc(=O)cc(C)c3c2)n1	.	7%	-0.31	8	-2.6*	1.1	-0.03	.	-4.1

Some entries already given, reduced to D1 mod and M1 ag.
| Compound | D1 mod | M1 ag |
| --- | --- | --- |
| Cc1ccccc1NC(=O)c1nc[nH]c1C(=O)NCc1ccccc1 | 5.1* | -0.42 |
| CCOc1ccccc1-c1nn2c(Cc3ccccc3)nnc2s1 | 0.49 | -0.91 |
| CC1CCC2(CC1)NC(=O)c1ccccc1O2 (centres undefined) | -2.4* | -0.21 |
| O=C(NCCc1ccc(Cl)cc1)C1CCN(S(=O)(=O)N2CCCC2)CC1 | 0.23 | -1 |
| Cc1ccc(-n2nc(C)c3cc(C(=O)O)sc32)cc1 | -0.21 | -0.62 |
